Assay outcomes from PubChem BioAssay.
GlmU inhibition: inhibition of mycobacterial GlmU enzyme – biochemical, glucosamine-1-phosphate acetyltransferase (AID 1376); M. tuberculosis GlmU acetyltransferase enzyme assay; higher % means a stronger effect; inhibition, %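 (tested at 30 µM in the primary screen)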; hits with a dose series show IC50 in µM; Bifunctional protein GlmU (Mycobacterium tuberculosis (strain ATCC 25618 / H37Rv)); actives 0.25% (n = 220,000); in the data active means inhibition above about 13%; inconclusive means no clear call, values can overlap the other calls;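 further: 0% = complete reaction with vehicle and 100% = reaction without substrate; strong numbers were not always called active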
Mtb RmlCD inh: M. tuberculosis RmlC/RmlD coupled enzyme inhibitors, primary screen, biochemical, compound mixtures, 384-well, from 1536-well plates. actives 0.03% (n = 160,000). inhibition, % at 3.6 µM. RmlC+RmlD coupled enzyme assay, percent inhibition; primary screen in compound mixtures; in the data active means inhibition mostly above about 34%, no sharp cut-off; inconclusive means no clear call, values can overlap the other calls; inactive means mostly below about 22%; further: some results filed as inactive read as strong as hits
Target sequence (P9WH09 whole entry, looked up): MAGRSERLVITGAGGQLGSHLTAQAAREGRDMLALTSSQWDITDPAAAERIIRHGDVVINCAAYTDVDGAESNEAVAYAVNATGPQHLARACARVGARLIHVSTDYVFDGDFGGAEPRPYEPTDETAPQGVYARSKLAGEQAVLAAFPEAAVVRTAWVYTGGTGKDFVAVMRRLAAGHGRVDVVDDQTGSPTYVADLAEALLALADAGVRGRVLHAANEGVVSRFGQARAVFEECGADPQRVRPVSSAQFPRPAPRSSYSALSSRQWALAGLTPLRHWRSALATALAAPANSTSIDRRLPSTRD
Target sequence (P9WH11 whole entry, looked up): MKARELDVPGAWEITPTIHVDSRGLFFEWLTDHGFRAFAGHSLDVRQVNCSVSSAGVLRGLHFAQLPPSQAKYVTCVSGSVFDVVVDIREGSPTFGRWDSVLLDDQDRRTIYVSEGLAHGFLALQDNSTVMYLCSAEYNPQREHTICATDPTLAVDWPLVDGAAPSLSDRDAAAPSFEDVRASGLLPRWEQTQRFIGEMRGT
* marks the source's active call; other numbers are inactive results; ? = inconclusive; . = not tested or not shown; & = joins results of further samples. The list is partial (hit frequency here may not be typical).

mol,GlmU inhibition,Mtb RmlCD inh
Cc1ccc(NC(=O)NC2=N/C(=C(/C#N)C(=O)N3CCCC3)c3ccccc32)cc1,-2.6%,.
COc1cccc(CNC(=O)C2CCC(CNS(=O)(=O)c3cccc4nsnc34)CC2)c1 (stereo unspecified),1.8%,10
CC(=O)Nc1ccccc1-c1nc2ccc(C(=O)N3CCN(c4cccc(C)c4)C(C)C3)cc2[nH]c1=O (stereo unspecified),0.8%,.
CCn1c(CSc2nc3ccccc3s2)nnc1SCC(=O)c1ccc2c(c1)OCCO2,4.1%&1.0%,-10
COc1ccccc1-c1c(C#N)c(N)nc2c1CCC2,-1.2%,-4
CN1CCN(c2cc(N3CCCCCC3)c(F)cc2[N+](=O)[O-])CC1,-0.5%,-10
COc1cccc(CN(C)C(=O)Nc2cccc(C(F)(F)F)c2)c1OC,0.8%,-4
Cc1ccc(-c2nn(CC(=O)NCCN3CCOCC3)c(=O)c3ccccc23)cc1,0.7%,.
NC(N)=N/N=C/c1ccccc1OC(F)F,-6.2%,5
CC(C)NC(=O)NC(=O)COC(=O)Cc1c(F)cccc1Cl,4.4%,-9
O=C(Nc1ccc(-n2cnnn2)cc1)C1CCCCC1,3.9%,.
CN1CC=C(c2c[nH]c3ccccc23)CC1,5.2%,.
O=c1[nH]c(=S)[nH]c(O)c1N=Nc1ccc(-c2ccccc2)cc1[N+](=O)[O-],19%,3
Cc1ccccc1C(=O)N/N=C/c1ccc(OCC(=O)N2CCCCC2)cc1,0.6%,-8
O=C1CN2NC(=S)N(c3ccc(Cl)cc3)C2=CN1c1ccc(Cl)cc1,3.0%,6
Cc1ccc(-c2noc(CN(C)C(=O)Nc3ccc(F)cc3)n2)cc1,2.6%,-8
CC1=C(C(=O)N2CCCC(C(=O)c3cccc4ccccc34)C2)OCCO1 (stereo unspecified),0.2%,8
Cc1cccc(CN2CCN(Cc3cccc(-n4cccn4)c3)CC2CCO)n1 (stereo unspecified),1.1%,-12
Cc1ccc(/C=N/n2cnnc2)s1,-4.4%,.
FC(F)(F)c1ccc(C2NCCc3sccc32)cc1 (stereo unspecified),-1.7%,-1
CCOC(=O)c1c(/N=C/C2C(=O)CC(C)(C)CC2=O)sc2c1CCCC2,-12%,-6
COCCCNC(=O)C1CCN(C(=O)Nc2ccc(Cl)cc2)CC1,-0.2%,7
O=C(OCc1ccc(Cl)c(Cl)c1)c1ccccn1,3.7%,6
O=C(CCCl)N1CCCC2(CCCCC2)C1,-1.0%,-12
C=CCN(CC=C)CC(=O)Nc1ccc(S(N)(=O)=O)cc1,-1.7%,.
CC#CCN1c2ccccc2[C@]23C[C@@H](C(=O)OC)N(C(C)=O)C2=NC(C(=O)OC)=C(C(=O)OC)[C@H]13,0.8%,.
Cc1nn(C)c(C)c1-c1c(C#N)c(N)nc2c1CCCCCC2,2.2%,-15
O=C1C=C(NCc2ccccc2)c2ccccc2C1=O,1.5%,5
COC(=O)c1scc(S(=O)(=O)c2ccccc2)c1N,6.0%,7
COc1cccc(C2N(c3ccccn3)C(=O)C3CCCN32)c1OC (stereo unspecified),-3.2%,-6
Cc1ccsc1/C=N/NC(=O)CN1CCN(Cc2ccccc2)CC1,2.3%,80
OC(COCc1ccccc1)CN1CCN(Cc2ccc3c(c2)OCO3)CC1 (stereo unspecified),-7.3%,.
COc1cccc(/C=N/N2CCN(c3ccncc3S(=O)(=O)N3CCCCC3)CC2)c1,-5.6%,-6
O=C(C1CC1)N1CCC(C(O)(c2ccccc2)c2ccccc2)CC1,1.9%,.
O=C(Nc1ccccc1Cl)N1CCN(c2ccc3nnc(-c4ccccc4)n3n2)CC1,-1.2%,-3
Cc1ccc(C)c(NC(=O)CSc2nnc(CCCCCNC(=O)OC(C)(C)C)o2)c1,.,8
Cc1ccc(CN2C(=O)CCC2C(=O)N2CCN(c3ccc(F)cc3)CC2)cc1 (stereo unspecified),1.4%,106
Cc1ccc(N2C(=O)N(c3ccc(C)cc3)C3CS(=O)(=O)CC32)cc1 (stereo unspecified),0.9%,-10
Cc1[nH]c(=O)[nH]c(=O)c1S(=O)(=O)N1CCCC(C(=O)NCCC2=CCCCC2)C1 (stereo unspecified),-4.7%,9
COc1cccc(-c2csc(N3CCN(C(=S)Nc4ccccc4)CC3)n2)c1,5.3%,10
O=P(c1ccccc1)(c1ccccc1)C1CCCO1 (stereo unspecified),-1.0%,.
Cc1c(/N=C/c2ccco2)n(Cc2ccccc2)c2ccccc12,1.1%,-4
C/C(=N\NC(=O)c1ccc2c(c1)OCCO2)c1ccccc1,9.4%,-2
Cc1ccccc1OC(=O)CCC(=O)OCCCC(F)(F)C(F)(F)F,-2.3%,5
Cc1ccc(S(=O)(=O)N(C)C)cc1NC(=S)NC12CC3CC(CC(C3)C1)C2,-1.5%,-5
C=CCNC(=O)/C(C#N)=C\c1cc(Cl)c(O)c(OCC)c1,-5.1%,-5
CCN(c1ccccc1)S(=O)(=O)c1cc(C(=O)Nc2ccc(Br)cc2)ccc1F,3.6%,.
CCCC(C)C(=O)Nc1cc([N+](=O)[O-])ccc1F (stereo unspecified),7.3%,10
Cc1cc(/C=C2/NC(=O)NC2=O)c(C)n1C,1.7%,7
COCC(=O)OC/C(O)=C(\C#N)c1nc2ccccc2[nH]1,1.1%,2

Compound profiles, as listed above. Order of values: GlmU inhibition, Mtb RmlCD inh
`OC(COCc1ccccc1)CN1CCN(Cc2ccc3c(c2)OCO3)CC1` (stereo unspecified) is entered as -7.3%, .
`CCN(c1ccccc1)S(=O)(=O)c1cc(C(=O)Nc2ccc(Br)cc2)ccc1F` is entered as 3.6%, .

Carrying on.
mol,GlmU inhibition,Mtb RmlCD inh
Cc1cc(OCC(=O)Nc2ccc(Br)cc2)cc2c1C(=O)CC(C)(C)O2,-0.1%,.
Cc1ccc(NC(=O)c2cc([N+](=O)[O-])ccc2Cl)c(O)c1,-3.9%,-14
OCCN(Cc1ccccc1)Cc1cccc(C(F)(F)F)c1,-1.6%,11
Cc1ccc(C(=O)C2CCN(CC(=O)NC3CCCCC3)CC2)cc1,1.4%,-2
CN(CC(=O)N1CCCCC1)S(=O)(=O)c1ccc(Cl)cc1,5.5%,-12
COc1ccc(Cl)cc1NC(=O)c1oc(C)nc1C,0.8%,6
Cc1[nH]n(-c2ccccc2)c(=O)c1C(C[N+](=O)[O-])c1ccc(Br)cc1 (stereo unspecified),2.3%,14
CC1CCCCN1CCNS(=O)(=O)c1ccc2c(c1)oc(=O)n2C (stereo unspecified),6.3%,2
Cc1nnsc1C(=O)NNc1ccc(C(C)C)cc1,7.1%,.
N/C(=N\OS(=O)(=O)c1ccc(Cl)cc1)c1ccccn1,-7.1%,2
C#CC[N+]1(CC#Cc2ccccc2)CCOCC1,-6.1%,.
CCOC(=O)c1c(C)nc2sc3c(=O)n(-c4ccc(C)cc4)cnc3c2c1-c1ccc(OC)cc1,2.1%,.
Cc1cc(C)nc(SCCn2c(N3CC(C)OC(C)C3)nc3c2c(=O)n(C)c(=O)n3C)n1 (stereo unspecified),-1.2%,.
CC(=O)c1ccc(OCCCC(=O)OCc2nnc(-c3ccc(Cl)cc3)o2)cc1,2.3%,.
CCNC(=S)N/N=C/c1cccc(OCc2c(F)cccc2Cl)c1,3.0%,24
FC(F)(F)c1cccc(Cn2c3[n+](c4ccc(C(F)(F)F)cc42)CCCCC3)c1,-5.0%,6
CCc1c(-c2ccccc2)nc2nc(C)c(C)nn12,4.0%,4
CCC(C)C(NC(=O)C1CCC(C)CC1)C(=O)NC(CCSC)C(=O)OC (stereo unspecified),0.1%,-9
COc1cccc2cc(-c3nnc(SCC(=O)NCc4ccccc4)n3C)oc12,-2.7%,-9
Cc1onc(-c2c(Cl)cccc2Cl)c1C(=O)NCCN1CCOCC1,-2.2%,-11
Cc1nc2sc(C)c(C)c2c(=O)o1,-6.0%,-3
COCCCNC(=S)N1CCCN(c2nc3c(C)c(C)ccc3cc2C#N)CC1,-1.8%,-8
Cc1ccc(NC(=O)C(C)N2CCOCC2)c(C(=O)c2ccccc2)c1 (stereo unspecified),2.6%,7
O=c1cc(CSc2ccc([N+](=O)[O-])cc2)nc2sccn12,3.6%,-9
Cc1noc(/C=C/N(C)C)c1S(=O)(=O)N1CCCC(C(=O)NCc2ccc(F)cc2)C1 (stereo unspecified),.,-6
COc1ccc(CCN(C)CCC(=O)Nc2ccc(C)cc2)cc1OC,-5.0%,-1
O=C(NNS(=O)(=O)c1ccc(F)cc1)C1CC(c2cccnc2)=NO1 (stereo unspecified),-4.9%,.
Cc1cc(C(=O)Nc2nnc(C3CCCCC3)s2)cs1,-1.4%,-3
CCOC(=O)c1cc2sc(C)cc2n1CC(=O)N(CC)CC,4.4%,6
Cc1cc(Br)ccc1NC(=O)CN1C(=O)CCC1=O,-1.5%,-7
Fc1ccc(C(CCNCc2cccs2)c2ccco2)cc1 (stereo unspecified),-0.6%,-6
Cc1cc(SC#N)cc(C)c1NC(=O)CCl,-4.8%,?
CCN(CC)S(=O)(=O)c1ccc2c(c1)N(CC(=O)Nc1cccnc1Cl)C(=O)CO2,-0.1%,6
COc1ccc(Cc2noc(CN3CCCC(OCc4ccccn4)C3)n2)cc1OC (stereo unspecified),1.6%,-10
Nc1nnc(-c2cn(-c3ccccc3)nc2-c2ccc(Cl)cc2)o1,-4.6%,15
CC(C)[C@H](NC(=O)CCCn1nnc2ccccc2c1=O)C(=O)O,7.7%,-7
CN1CCN(c2ccc(C(N)=O)cc2[N+](=O)[O-])CC1,5.4%,11
CC(C)(C)NC(=O)N1CCN(c2ncccc2C(F)(F)F)CC1,-0.7%,7
CC(=O)c1ccc(-n2nnnc2SCC(=O)Nc2cccc(NC(=O)c3ccco3)c2)cc1,8.8%,13
Cc1ccc(NC(=O)c2cc(NC(=O)c3ccco3)ccc2N2CCOCC2)cc1,-1.9%,.
CC(=O)NNC(=O)c1[nH]c2ccc(Cl)cc2c1-c1ccccc1,1.4%,-9
N#CC1=C(N)Oc2[nH]c(=S)[nH]c(=O)c2C12C(=O)Nc1ccccc12 (stereo unspecified),0.7%,11
Cc1ccc(NC(=O)CC(=O)Nc2ccc(C)cc2)cc1,2.9%,-8
O=C1Nc2c(ccc(Cl)c2Cl)C(=O)C1(F)c1ccccc1 (stereo unspecified),-1.8%,-4
O=C1CCC(C(=O)Nc2ccccc2N2CCOCC2)=NN1,1.1%,-6
O=C(Nc1ccc(Cl)c(C(F)(F)F)c1)NC1CC2CCCC(C1)N2Cc1ccccc1 (stereo unspecified),-5.8%,-10
COc1ccc(-c2ccc(C)cc2)cc1[C@H]1[C@H]2C=CC[C@@H](C)[C@@H]2C(=O)N1Cc1ccccc1,1.5%,.
Cc1cc(C(=O)NNc2c(Cl)cccc2Cl)no1,-8.3%,1
CCOC(=O)/C(N=Nc1ccc2c(c1)OCO2)=C(\C)O,8.6%,5
COc1cc(C2C(C(=O)c3cccs3)=C(O)C(=O)N2c2cc(C)on2)ccc1O (stereo unspecified),-1.0%,-3

Going on with the list:
mol,GlmU inhibition,Mtb RmlCD inh
COc1ccc(/C=C/C(=O)OC2CCCCC2CN(C)C)cc1 (stereo unspecified),-4.3%,.
Cc1nc(N)sc1N=Nc1ccc(F)cc1,-5.5%,-8
CSc1nc2sc3c(c2c(=O)[nH]1)CCC3,-2.3%,.
CS(=O)(=O)N1CCN(C(=O)c2ccc(F)cc2)CC1,-0.4%,5
O=C(O)c1cccc(N/N=C/c2cc(Br)cc(Br)c2O)c1,4.5%,-7

Compounds listed so far containing a thiophene ring, fused or not, in the order listed:
mol,GlmU inhibition,Mtb RmlCD inh
Cc1ccc(/C=N/n2cnnc2)s1,-4.4%,.
FC(F)(F)c1ccc(C2NCCc3sccc32)cc1 (stereo unspecified),-1.7%,-1
CCOC(=O)c1c(/N=C/C2C(=O)CC(C)(C)CC2=O)sc2c1CCCC2,-12%,-6
COC(=O)c1scc(S(=O)(=O)c2ccccc2)c1N,6.0%,7
Cc1ccsc1/C=N/NC(=O)CN1CCN(Cc2ccccc2)CC1,2.3%,80
CCOC(=O)c1c(C)nc2sc3c(=O)n(-c4ccc(C)cc4)cnc3c2c1-c1ccc(OC)cc1,2.1%,.
Cc1nc2sc(C)c(C)c2c(=O)o1,-6.0%,-3
Cc1cc(C(=O)Nc2nnc(C3CCCCC3)s2)cs1,-1.4%,-3
CCOC(=O)c1cc2sc(C)cc2n1CC(=O)N(CC)CC,4.4%,6
Fc1ccc(C(CCNCc2cccs2)c2ccco2)cc1 (stereo unspecified),-0.6%,-6
COc1cc(C2C(C(=O)c3cccs3)=C(O)C(=O)N2c2cc(C)on2)ccc1O (stereo unspecified),-1.0%,-3
CSc1nc2sc3c(c2c(=O)[nH]1)CCC3,-2.3%,.
